Wee1 stabilizer = Wee1 degradation inhibitors, primary screen, cell-based, HeLa, Wee1K328M-luciferase, luminescence; Wee1-like protein kinase (Homo sapiens), P30291; HeLa Luc-Wee1K328M stability; 100% = proteasome inhibitor MG132 effect; reporter increase, % at 5 µM; 1.2% of 220,000 active; AID 1321, 2008;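 active means activation above the mean of all tested compounds plus 3 SD, set per screening run, cut at about 8.8% in these data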;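 further: cells exposed to compound for 20 h before luminescence read; 0% = DMSO alone and 100% = MG132 at 30 µM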
FXIIa inh 1536 = human FXIIa protease inhibitors, primary screen, biochemical, 1536-well | 0.3% of 220,000 active | inhibition, % at 5 µM | AID 800, 2007 | Coagulation factor XII (Homo sapiens), P00748 | purified FXIIa, Boc-QGR-AMC fluorogenic substrate, 2 h; in the data active means inhibition above about 40%;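 further: 0% = enzyme with no compound and 100% = blank without enzyme; many of its hits are not listed in these tables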
Runt-CBFb FRET = inhibitors of RUNX1 Runt–CBFb binding, primary screen, biochemical, FRET, Cerulean-Runt, Venus-CBFb, uHTS; Runt-related transcription factor 1 (Homo sapiens) + Core-binding factor subunit beta …; 0.46% of 220,000 active; inhibition, % at 20 µM; Cerulean-Runt/Venus-CBFb FRET ratio 530/480, 1 h;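 active means inhibition over about 50% at 20 µM in the single-dose screen, limit read from the data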;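 further: 0% = DMSO wells and 100% = excess unlabeled CBFb competitor control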
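test system = Cerulean-Runt domain fusion protein, energy donor | probe or stimulus = Venus-CBFb binding partner, 100 nM | incubation = two 1 h room-temperature incubations shielded from light | detection = fluorescence energy transfer, 422 nm excitation, 530/480 nm emission | measure = loss of energy transfer signal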
Runt-SMMHC FRET = inhibitors of RUNX1 Runt–CBFb-SMMHC binding, primary screen, biochemical, FRET, Cerulean-Runt, Venus-CBFb-SMMHC, uHTS. Cerulean-Runt/Venus-CBFb-SMMHC FRET ratio 530/480, 1 h. inhibition, % at 20 µM. 0.74% of 220,000 active. AID 1434, 2008;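 active means mean inhibition across duplicate retests at 20 µM reaching about 50%, limit read from the data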;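 further: 0% = DMSO wells and 100% = wells with excess untagged CBFb-SMMHC; inhibitors lower the FRET ratio by blocking Runt binding to CBFb-SMMHC; some results filed as inactive read as strong as hits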
FXIa inh 1536 = human FXIa protease inhibitors, primary screen, biochemical, 1536-well. Coagulation factor XI (Homo sapiens), P03951. purified FXIa, Boc-Glu-Ala-Arg-AMC fluorogenic substrate. inhibition, % at 5 µM. 0.14% of 220,000 active;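 active means inhibition of at least 40%; inactive means inhibition below 40%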;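 further: fluorescence of freed AMC excited at 355 nm; 0% = enzyme without compound and 100% = no enzyme blank; many of its hits are not listed in these tables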
Thrombin inh = human alpha-thrombin inhibitors, primary screen, counter-screen for coagulation protease inhibitor project, biochemical, 1536-well, fluorogenic AMC substrate | Prothrombin (Homo sapiens), P00734 | 0.26% of 220,000 active | AID 1046, 2008 | Boc-VPR-AMC fluorogenic substrate cleavage | inhibition, % at 5 µM;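 active means inhibition at or above 40%; inactive means inhibition below 40%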;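 further: 0% = enzyme with no compound and 100% = wells without enzyme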
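Material: human alpha-thrombin enzyme / Medium: pH 7.5 Tris (50 mM) with NaCl 150 mM, Tween 20 0.05% / Compound: single-point dosing at 5 µM, 0.2% DMSO / Incubation: enzyme reaction carried out at room temperature / Detection: AMC fluorescence, 355/460 nm / Read-out basis: percent inhibition scaled between no-compound controls and no-enzyme blanks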
Hck-Nef inh = inhibitors of Nef-activated human Hck kinase, primary screen, biochemical, Z-Lyte FRET, 384-well, Hck-YEEI; Recombinant Hck-YEEI plus Nef, Z-Lyte FRET kinase assay; inhibition, % at 20 µM; 0.68% of 220,000 active;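 active means Hck-Nef kinase inhibition above about 50%, limit read from the data; inactive means inhibition below that limit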;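 further: 0% = DMSO with Hck plus Nef and 100% = Hck alone without Nef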
Target sequence (P08631 whole entry, looked up): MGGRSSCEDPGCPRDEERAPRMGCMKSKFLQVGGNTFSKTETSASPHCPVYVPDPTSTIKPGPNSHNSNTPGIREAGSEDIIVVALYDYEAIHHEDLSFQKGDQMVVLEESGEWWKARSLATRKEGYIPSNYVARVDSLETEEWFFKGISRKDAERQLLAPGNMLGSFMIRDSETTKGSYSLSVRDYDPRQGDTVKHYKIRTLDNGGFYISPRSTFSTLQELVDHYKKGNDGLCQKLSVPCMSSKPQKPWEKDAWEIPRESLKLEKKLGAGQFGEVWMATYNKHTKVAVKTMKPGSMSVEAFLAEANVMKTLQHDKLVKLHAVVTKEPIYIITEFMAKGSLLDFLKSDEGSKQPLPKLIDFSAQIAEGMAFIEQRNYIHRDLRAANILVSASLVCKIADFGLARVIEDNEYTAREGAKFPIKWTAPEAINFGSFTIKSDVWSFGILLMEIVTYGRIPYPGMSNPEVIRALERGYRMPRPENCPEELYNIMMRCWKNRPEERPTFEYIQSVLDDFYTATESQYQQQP
KLK5 inh = human KLK5 protease inhibitors, primary screen, biochemical, 1536-well | recombinant hK5, fluorogenic AMC substrate cleavage | inhibition, % at 5 µM | AID 873, 2007 | 0.59% of 210,000 active | Kallikrein-5 (Homo sapiens), Q9Y337;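 active means inhibition of 40% or more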;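 further: 0% = enzyme controls without compound and 100% = no-enzyme blanks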
Target sequence (Q9Y337 67-293 limits assumed): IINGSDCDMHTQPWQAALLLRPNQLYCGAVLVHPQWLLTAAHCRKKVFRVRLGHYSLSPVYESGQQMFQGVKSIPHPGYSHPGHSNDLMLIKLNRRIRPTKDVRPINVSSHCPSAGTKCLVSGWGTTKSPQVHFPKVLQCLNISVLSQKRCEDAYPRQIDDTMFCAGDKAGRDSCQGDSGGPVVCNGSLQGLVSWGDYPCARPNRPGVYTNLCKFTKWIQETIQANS
14-3-3 Bad PPI = inhibitors of 14-3-3 zeta/Bad binding, primary screen, biochemical, TR-FRET, bovine 14-3-3 zeta | 14-3-3 protein zeta/delta (Bos taurus), P63103 | TR-FRET 14-3-3zeta/Dy647-pBad peptide displacement, 1 h | inhibition, % at 21.7 µM | 0.71% of 220,000 active | AID 781, 2007;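 active means inhibition above about 70%, limit read from the data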;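 further: 0% = full 14-3-3 plus peptide FRET controls and 100% = background without 14-3-3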
Target sequence (P63103 whole entry, looked up): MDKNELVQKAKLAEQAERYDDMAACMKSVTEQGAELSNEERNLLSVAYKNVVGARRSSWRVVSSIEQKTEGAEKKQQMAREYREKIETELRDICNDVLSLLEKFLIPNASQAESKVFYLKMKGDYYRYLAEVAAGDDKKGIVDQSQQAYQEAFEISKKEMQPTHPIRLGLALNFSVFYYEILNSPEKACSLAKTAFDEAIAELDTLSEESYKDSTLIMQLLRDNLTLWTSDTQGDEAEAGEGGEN
Numbers without * were called inactive; . = not tested or not shown; [ ] = remark or other dose.

SMILES	Wee1 stabilizer	FXIIa inh 1536	Runt-CBFb FRET	Runt-SMMHC FRET	FXIa inh 1536	Thrombin inh	Hck-Nef inh	KLK5 inh	14-3-3 Bad PPI
O=C(NN=C1CCCCCCCCCCC1)c1cccnc1	5	10	-2	2	-1	-3	2	14	-5
O=C(c1cc(-c2cccnc2)nc2ccccc12)N1CCCc2ccccc21	5	34	-3	5	24	3	6	-20	12
CCOC(=O)c1nc(-c2ccc(OC)c(OC)c2)no1	3	4	2	-2	-2	-8	10	.	15
CC(NS(=O)(=O)c1ccc2c(c1)OCCCO2)C(=O)O (stereo not given)	2	5	0	-3	-4	-2	3	-7	5
O=C(Nc1ccc(S(=O)(=O)N2CCOCC2)cc1)c1ccco1	-1	3	0	0	-1	-5	1	2	0
Cn1cccc1CC(=O)N/N=C\c1c2ccccc2cc2ccccc12	4	10	-2	-15	-2	1	3	-1	-7
CCCCn1c(N)c(N(CC)C(=O)c2cccc(OC)c2)c(=O)[nH]c1=O	0	1	2	-1	1	-5	26	-2	-11
COc1ccc(C/C(O)=C(\C#N)c2nc3ccccc3s2)cc1	-1	-4	2	3	2	-3	6	-19	16
Cc1cccc(OCC(=O)Nc2ccc(S(=O)(=O)N3CCCC3)cc2)c1	-2	-7	-3	-1	-5	-6	1	-1	-9
Cc1ccc(-c2c3c(=O)n(C)c(=O)n(C)c3cn2Cc2cccnc2)cc1	24*	12	-1	0	3	-1	2	-12	0
O=C(O)c1ccc(/C=N/Nc2ccc(F)cc2F)cc1	0	9	0	0	-2	-16	24	1	-18
Nn1c(SCC(=O)NC2CCCCC2)nnc1-c1ccccc1	0	-3	0	-1	-9	-3	0	4	9
Cn1cc([N+](=O)[O-])c(C(=O)Nc2ccc3nc(-c4ccccc4)[nH]c3c2)n1	1	5	-2	2	9	1	-2	-4	5
COC(=O)c1ccc(NC(=O)Nc2ccc(OC)c(OC)c2)cc1	0	8	0	-2	-5	-2	17	0	0
CCc1nnc(NC(=O)c2ccc(N(C)S(=O)(=O)c3ccccc3)cc2)s1	3	12	-4	2	3	2	-4	-2	-8
Cc1ccc(N(CC(=O)NCCSCc2ccco2)S(=O)(=O)c2ccc(C)cc2)cc1	2	10	-4	3	-4	-1	0	-2	7
CC1=C(C(=O)NCCN2CCOCC2)C2(CCC(C)CC2)OC1=O (stereo not given)	0	16	1	4	6	0	-4	2	4
O=C(Cn1ncc2c1-c1ccccc1OC2)N(Cc1ccco1)C1CCCCC1	1	13	0	-1	4	-1	2	-2	2
CCN(Cc1ccccc1)Cc1nc(CCc2ccccc2)no1	-3	0	-4	-1	-6	-5	-12	.	4
CC1=NNC(=O)C1C(c1cccc(O)c1)C(C#N)C#N (stereo not given)	-1	3	0	-5	-1	-1	7	1	-2
Cc1cccc(NC(=S)NNC(=O)c2csc(C)c2)c1	-1	27	4	2	21	1	5	-79	-12
CCC(CO)N=CC1=C(O)CC(C)(C)CC1=O (stereo not given)	8	17	1	-3	0	-8	0	-7	-10
Cn1cccc1/C=C1\CCc2ccccc2C1=O	4	35	-7	-25	6	-4	16	16	-15
Cc1ccc(S(=O)(=O)Nc2cc(C)nn2-c2ccccc2)cc1	-3	10	1	-2	0	2	2	-10	5
CC(C)(C)C1CC=C2C(C#N)=C(N)C(C#N)(C#N)C(c3cccs3)C2C1 (stereo not given)	1	.	-11	-45	.	.	3	.	.
C/C(=N\OC(=O)NC1CCCCC1)c1sc(-c2ccccc2)nc1C	1	24	-1	-3	9	6	0	-3	1
O=C(COC(=O)C1=COCCO1)Nc1ccccc1Oc1ccccc1	1	-9	-2	1	-10	-11	0	-28	-3[fluorescence artefact?]
Cc1c(NC(=O)c2c(F)cccc2F)c(=O)n(-c2ccccc2)n1C	1	6	-1	2	-8	-3	-3	1	-11
CS/C(=N\S(=O)(=O)c1cccs1)NC(=O)CSc1nc2ccccc2s1	3	9	6	2	-1	1	5	-5	73*
Cc1ccc(C2=NN3C(=O)c4ccccc4C3C2)cc1 (stereo not given)	8	14	0	-1	4	1	10	0	4
COc1ccccc1CN(Cc1nc2ccccc2c(=O)[nH]1)C(=O)Nc1ccc(C)cc1	-2	15	-1	-2	8	1	1	6	3
COc1ccccc1N1CCN(c2ccc(-c3ccccc3)nn2)CC1	4	4	2	2	-9	6	-4	-11	5[fluorescence artefact?]
O=C(c1cc2sccc2n1Cc1ccccc1)N1CCCc2ccccc21	3	12	3	-5	1	-1	1	2	-15
CCOC(=O)c1c(C)[nH]c(C)c1C(=O)CSc1nc(N)cc(=O)[nH]1	7	15	3	2	4	1	5	-14	-14
CCOc1ccccc1-n1c(SCC(=O)Nc2ccc(CC)cc2)nc2n[nH]c(C)c2c1=N	3	1	-4	3	-8	-4	0	-23	-1[fluorescence artefact?]
O=C(C1CCC(CNc2c(N3CCCCC3)c(=O)c2=O)CC1)N1CCCC1 (stereo not given)	2	12	0	1	3	1	18	3	0
CCc1nc(OCC(=O)c2ccccc2)c(C#N)c2c1COC(C)(C)C2	2	16	1	2	4	-4	0	-3	-12
Cc1ccc(CSC2=Nc3sccc3C3=NC(=O)CN23)cc1	-1	9	-8	-14	2	-2	2	-2	-10
CCC(CC)C(=O)Nc1c2c(nn1-c1ccc(OC)cc1)CS(=O)(=O)C2	0	15	2	-3	0	1	2	10	0[fluorescence artefact?]
CC(=O)OCc1c(C(F)(F)F)nn(C)c1Sc1ccccc1	2	15	-2	2	6	0	2	6	3
CCCCCCCC(=O)Nc1ccc(C(=O)N/N=C/c2cccc([N+](=O)[O-])c2)cc1	2	10	1	7	-1	0	4	-5	50[fluorescence artefact?]
COc1ccc(C(=O)OCC(=O)c2cc(OC)ccc2OC)c(OC)c1	-1	5	-3	0	-12	-3	4	-29	-3
COc1ccccc1CNC(=O)c1ccc(S(=O)(=O)N2CCCC2)cc1	5	-11	-2	-2	-9	8	1	8	-6
C=C(C)COc1ccc(-c2n[nH]c(C)c2-c2ccccc2OC)c(O)c1	2	13	-1	1	3	-6	12	17	0
CCOC(=O)N1CCC(Nc2c(NCCN3CCN(c4cccc(Cl)c4)CC3)c(=O)c2=O)CC1	-1	1	3	3	-3	0	3	40	5

A draw from above in order of length of the SMILES, rising:
SMILES	Wee1 stabilizer	FXIIa inh 1536	Runt-CBFb FRET	Runt-SMMHC FRET	FXIa inh 1536	Thrombin inh	Hck-Nef inh	KLK5 inh	14-3-3 Bad PPI
Cc1ccc(C2=NN3C(=O)c4ccccc4C3C2)cc1 (stereo not given)	8	14	0	-1	4	1	10	0	4
Cc1ccc(CSC2=Nc3sccc3C3=NC(=O)CN23)cc1	-1	9	-8	-14	2	-2	2	-2	-10
COc1ccccc1N1CCN(c2ccc(-c3ccccc3)nn2)CC1	4	4	2	2	-9	6	-4	-11	5[fluorescence artefact?]
O=C(c1cc2sccc2n1Cc1ccccc1)N1CCCc2ccccc21	3	12	3	-5	1	-1	1	2	-15
COc1ccc(C(=O)OCC(=O)c2cc(OC)ccc2OC)c(OC)c1	-1	5	-3	0	-12	-3	4	-29	-3
COc1ccccc1CNC(=O)c1ccc(S(=O)(=O)N2CCCC2)cc1	5	-11	-2	-2	-9	8	1	8	-6
CCc1nc(OCC(=O)c2ccccc2)c(C#N)c2c1COC(C)(C)C2	2	16	1	2	4	-4	0	-3	-12
C=C(C)COc1ccc(-c2n[nH]c(C)c2-c2ccccc2OC)c(O)c1	2	13	-1	1	3	-6	12	17	0
CCC(CC)C(=O)Nc1c2c(nn1-c1ccc(OC)cc1)CS(=O)(=O)C2	0	15	2	-3	0	1	2	10	0[fluorescence artefact?]
CCOC(=O)c1c(C)[nH]c(C)c1C(=O)CSc1nc(N)cc(=O)[nH]1	7	15	3	2	4	1	5	-14	-14
COc1ccccc1CN(Cc1nc2ccccc2c(=O)[nH]1)C(=O)Nc1ccc(C)cc1	-2	15	-1	-2	8	1	1	6	3
CCOc1ccccc1-n1c(SCC(=O)Nc2ccc(CC)cc2)nc2n[nH]c(C)c2c1=N	3	1	-4	3	-8	-4	0	-23	-1[fluorescence artefact?]
CCCCCCCC(=O)Nc1ccc(C(=O)N/N=C/c2cccc([N+](=O)[O-])c2)cc1	2	10	1	7	-1	0	4	-5	50[fluorescence artefact?]
CCOC(=O)N1CCC(Nc2c(NCCN3CCN(c4cccc(Cl)c4)CC3)c(=O)c2=O)CC1	-1	1	3	3	-3	0	3	40	5

(continued)
SMILES	Wee1 stabilizer	FXIIa inh 1536	Runt-CBFb FRET	Runt-SMMHC FRET	FXIa inh 1536	Thrombin inh	Hck-Nef inh	KLK5 inh	14-3-3 Bad PPI
COc1ccc([N+](=O)[O-])cc1/C=N/NC(=O)Cc1ccccc1	0	8	3	1	-3	-10	27	12	-11
O=C(CCNS(=O)(=O)c1cccc2nsnc12)NCc1ccco1	-2	3	-1	-4	-5	-16	19	-3	-10
Cc1ccc2[nH]c(=O)c(CN(C)C(=O)c3ccccn3)cc2c1	0	22	0	2	19	0	4	-16	8
S=C(NC1CCCCC1)NC1CC2CCC(C1)N2Cc1ccccc1 (stereo not given)	-2	12	.	.	10	-5	22	-1	-11
Cc1nn(C)c(Cl)c1C(=O)NCC(=O)O	3	-1	0	2	-9	-10	20	-10	9
CS(=O)(=O)N1CCC(Oc2ccccc2C(=O)N2CCCCC2CO)CC1 (stereo not given)	1	3	2	3	-6	-11	16	-1	-3
Cc1nn(-c2ccccc2)c2sc(C(=O)N3CCCCC3)cc12	0	14	-1	-2	-4	6	7	20	-9
O=C(CCCCCN1C(=O)c2ccccc2C1=O)Nc1ccc2c(c1)OCCO2	1	-5	0	1	-1	-7	-2	-17	-17[fluorescence artefact?]
COc1cc(NC(=O)CN2CCCCC2C)c(C)cc1[N+](=O)[O-] (stereo not given)	-1	6	-4	-9	7	-7	4	-17	0
CC(C)(C)c1csc(Sc2ccc([N+](=O)[O-])cn2)n1	-1	3	0	-2	9	-1	12	-3	-1

Assay outcomes (PubChem)
